Screening results: PubChem BioAssay, National Center for Advancing Translational Sciences (NCATS)
D2 PAM – positive allosteric modulators of human D2 dopamine receptor; HEK293 T-REx D2, calcium flux, EC20 dopamine potentiation; potentiation, % at 10 µM; 340,000 tested, 0.34% active; AID 485347;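 active = potentiation over 3 SD above the plate norm, cut at about 30% in these data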; also: 0% is about no effect
Target sequence (P14416 whole entry, looked up): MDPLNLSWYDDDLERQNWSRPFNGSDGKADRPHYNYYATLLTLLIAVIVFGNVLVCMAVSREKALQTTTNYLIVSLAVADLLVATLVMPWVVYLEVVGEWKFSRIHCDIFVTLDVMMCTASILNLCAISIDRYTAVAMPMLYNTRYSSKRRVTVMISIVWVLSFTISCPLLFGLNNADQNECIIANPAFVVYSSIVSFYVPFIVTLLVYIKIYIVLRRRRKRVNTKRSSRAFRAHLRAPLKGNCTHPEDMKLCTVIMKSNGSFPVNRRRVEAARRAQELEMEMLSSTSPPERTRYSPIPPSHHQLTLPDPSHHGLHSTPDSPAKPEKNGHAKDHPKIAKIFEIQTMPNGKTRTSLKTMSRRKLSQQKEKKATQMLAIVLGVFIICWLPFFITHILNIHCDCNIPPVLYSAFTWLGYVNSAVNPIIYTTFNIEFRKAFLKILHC
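Potentiation of an EC20 dopamine calcium response measured kinetically over 180 s, after a preceding 180 s compound-only read flagging agonists. Cells: inducible Hek293 Trex D2 line, 4000/well, cultured overnight at 30 C before dye loading.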
D1 antag – antagonists of human D1 dopamine receptor; P21728; HEK293 TREx D1 cells, calcium flux, dopamine EC80; hits give low values; 360,000 tested, 3.2% active; activity change, negative = inhibition, % at 10 µM; in the data active = activity change below about -30%; also: % is scaled to controls: 0 for no effect and ±100 for the full control effect
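Cells carrying a force-coupled, tetracycline-inducible human D1 receptor report calcium flux. Each well gets a 10 s baseline, compound with 180 s monitoring, then an EC80 dopamine stimulus with a second 180 s kinetic read.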
Vif-A3F inh – blocks the Vif interaction with APOBEC3F. 390,000 tested, 0.2% active. Potency, µM (doses to about 46.1 µM), for the others: at the top dose activity, negative = active. HeLa A3F-eYFP + Vif (tagged APOBEC3F with the HIV-1 protein that degrades it), YFP fluorescence increase; also: potency is read from the fitted curve at half-maximal effect; % of control where 0% means no effect; nearly all actives have a fitted effect of over 65% in size
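Fluorescence increase (Ex 488/Em 500-530) after overnight compound treatment at 37 deg C flags inhibition of Vif-driven A3F-eYFP loss in stable HeLa A3F-eYFP/Vif cells seeded overnight beforehand.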
Vif-APOBEC3G blk – Vif-A3G binding inhibition; HeLa A3G-eYFP + Vif (tagged APOBEC3G with the HIV-1 protein that degrades it), YFP fluorescence, overnight; Potency, µM (titrated, usually from 46.1 µM), for the others: at the top dose activity, negative = active, actives largely listed as inhibitors; 410,000 tested, 0.076% active;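 also: potency is read from the fitted curve at half-maximal effect; % is scaled to controls: 0 for no effect and ±100 for the full control effect; nearly all actives have a fitted effect of over 60% in size; hits raise eYFP signal because A3G escapes Vif-driven loss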
Target sequence (Q9HC16 whole entry, looked up): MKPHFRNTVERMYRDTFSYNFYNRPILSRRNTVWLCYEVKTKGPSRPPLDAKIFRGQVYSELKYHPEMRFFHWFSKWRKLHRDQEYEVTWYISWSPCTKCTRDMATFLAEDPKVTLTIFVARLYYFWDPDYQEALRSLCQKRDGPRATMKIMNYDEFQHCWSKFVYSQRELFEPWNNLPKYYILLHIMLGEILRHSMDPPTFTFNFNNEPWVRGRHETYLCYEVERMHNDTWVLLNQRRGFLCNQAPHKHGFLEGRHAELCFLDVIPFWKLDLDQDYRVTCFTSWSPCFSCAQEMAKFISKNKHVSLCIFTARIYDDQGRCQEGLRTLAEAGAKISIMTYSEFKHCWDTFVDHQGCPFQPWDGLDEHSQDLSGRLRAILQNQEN
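HeLa cells stably expressing Vif and C-terminally eYFP-tagged A3G, seeded overnight at 37 deg C, then exposed to compound by pintool overnight at 37 deg C. Rise in yellow fluorescence (Ex 488/Em 500-530, Acumen) marks blocked Vif-driven A3G degradation.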
LDHA inh – inhibitors of human lactate dehydrogenase A; purified LDHA, NADH/diaphorase-resazurin fluorescence; hits give low values; activity change, % (values are at about 110 or 230 µM); 480,000 tested, 0.15% active; AID 1347041; in the data active = activity change below about -30%; inconclusive = mostly about -25% to -30%;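 also: plate controls were DMSO wells for no effect and wells without enzyme for full effect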
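Human LDH5 at 2 nM final in Tris HCl pH 7.4 with 0.06 mM NADH and 0.2 mM pyruvate, reacted 5 minutes at room temperature. Remaining NADH coupled via diaphorase/resazurin; resorufin fluorescence read at 0 and 20 minutes, normalized to enzyme-free and DMSO wells.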
GRP78 ERSR act – induces the endoplasmic reticulum stress response in human glioma cells | U87-MG GRP78 promoter luciferase reporter, 16 h | Potency, µM, for inactives: top-dose activation, usual class: activators | 420,000 tested, 0.02% active | AID 602332; also: potency is read from the fitted curve at half-maximal effect; series mostly up to about 76 µM; % of control where 0% means no effect; nearly all actives have a fitted effect of over 35% in size
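ERSR induction read as luciferase luminescence (Bright-Glo, 10 min at room temperature) in stably transfected human U87-MG glioma cells exposed to compounds for 16 h, using GRP78 as sensor.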
D1 PAM – potentiators of human D1 dopamine receptor; potentiation, % at 10 µM; P21728; HEK293 TREx D1 cells, calcium flux, dopamine EC20 potentiation; 360,000 tested, 0.036% active; in the data active = potentiation above about 30%; also: 0% is about no effect
D1 agonist – activates the human D1 dopamine receptor; HEK293 T-REx D1 cells, calcium flux, agonist mode; activation, % at 2 µM; 360,000 tested, 1% active; in the data active = activation above about 30%; also: 0% is about no effect
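Tetracycline-induced HEK293 TREx D1 cells, force-coupled to calcium signalling, were dye-loaded with a no-wash calcium kit. Compound was pin-added after a 10 s baseline. Fluorescence was read kinetically at 1 cycle/s for 180 s, with calcium rises flagged as agonism.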
RXFP1 agonist – activates the human relaxin receptor RXFP1; HEK293T-RXFP1 cAMP TR-FRET, 30 min; response scale: percent of porcine relaxin response, buffer zero; AID 2676; Potency, µM (doses to about 57.5 µM), without a hit: at the highest dose activation, usual class: activators; 370,000 tested, 0.3% active; Q9HBX9; also: potency is read from the fitted curve at half-maximal effect; % is scaled to controls: 0 for no effect and ±100 for the full control effect; nearly all actives have a fitted effect of over 60% in size; many of its hits are not listed in these tables
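HEK293T cells stably expressing RXFP1 were pretreated with the PDE4 inhibitor Ro 20174, exposed to compounds for 30 min at 37C, lysed, and cAMP was read by TR-FRET. Data normalized to buffer (basal) and 29 nM porcine relaxin (100%).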
* hit, by the source's call; ? = inconclusive; nt = not tested or not shown; & = joins results of further samples. Unless noted, calls follow the shape of the dose curve; as a rule, active = well fitted curve in the direction sought with a large enough effect; inconclusive = small, poorly fitted or top-dose-only effect, or another doubt; inactive = no such curve, though single readings can be large; an effect the other way counts as inactive or inconclusive. The list is partial (hit frequency here may not be typical).

SMILES	D2 PAM	D1 antag	Vif-A3F inh	Vif-APOBEC3G blk	LDHA inh	GRP78 ERSR act	D1 PAM	D1 agonist	RXFP1 agonist
Cc1cc(C)nc(SCc2nnc(SCC(=O)Nc3nccs3)n2Cc2ccco2)n1	-3	-4	1%	-9%	1	0%	-1	0	1.3%
CC(=O)Nc1cccc(C(=O)N/N=C/c2ccc(F)cc2)c1	-12	14	2%	2%	-5	-11%	-2	2	-0.1%
COc1ccc(CCNC(=O)CCCn2c(=O)c3cccn3c3ccccc32)cc1OC	-7	4	0%	-1%	-7	3%	-4	0	1.1%
O=C(N/C(=C\c1ccco1)C(=O)N1CCCC1)c1ccccc1	-9	1	2%	0%	-6	1%	9	1	-0.2%
CCOC(=O)C1(Cc2cccc(Cl)c2)CCCN(C(=O)C2CC2)C1 (centres undefined)	5	-13	-5%	-3%	-8	0%	-2	-1	-2.2%
CCc1nc(SCC(=O)Nc2ccccc2OC)n[nH]1	-11	-7	7%	-1%	-1	1%	-13	1	0.2%
O=C(Cn1cc2c(n1)CCCC2)NCc1cccc(Cl)c1	-11	0	3%	-6%	-1	-2%	5	0	-0.2%
Cc1cc(C)n(CCNC(=O)CC2C(=O)NCCN2Cc2ccccc2C(F)(F)F)n1 (centres undefined)	-8	-7	12%	-6%	0	-3%	-4	4	-1.0%
Brc1ccc(-n2cccc2/C=N/n2cnnc2)cc1	9	-5	-8%	2%	-2	-4%	-1	0	-0.8%
COc1ccccc1NC(=O)C(C)NC(c1ccccc1)c1ccccc1 (centres undefined)	-6	12	-10%	2%	-7	-3%	3	7	-3.7%
Cc1ccc(S(=O)(=O)N(CC(=O)NCCSC2CCCCC2)c2ccccc2F)cc1	8	-4	3%	1%	-1	-1%	1	6	0.7%
CCC(Oc1ccccc1)C(=O)Nc1cc(-c2ccccc2OC)nn1-c1ccccc1 (centres undefined)	-8	0	-1%	-11%	5	4%	4	-1	3.2%
Cc1ccccc1-n1c(=O)c(C#N)cc2c(=O)n3ccccc3nc21	8	3	-3%	-3%	0	0%	1	0	8.9%
CCOC(=O)C1=C(c2ccccc2)NC(=O)NC1c1ccc(OCC#N)c(OC)c1 (centres undefined)	10	-12	0%	1%	2	-5%	4	4	0.2%
COc1ccc(C(=O)COC(=O)c2nc3nccc(C)n3n2)cc1F	-4	-5	1%	-1%	-1	-4%	-7	0	-0.1%
Cc1cccc(C(=O)N2CCc3cc(-c4nc(NC(=O)CN5CCCC5)sc4C)ccc32)c1	13	-2	0%	?	-8	-2%	-6	5	1.5%
N/C(=N\OC(=O)CC1CCCCC1)c1ccc(Cl)cc1	10	4	9%	-4%	-2	-4%	-1	1	-1.9%
O=C(Nn1cnnc1)c1ccccc1Cl	6	-8	-7%	-8%	-10	-1%	0	6	-2.5%
CC[C@@H]1C=C(C(=O)O)[C@H](c2cccc(C)c2)N1S(=O)(=O)c1ccc(C)cc1	nt	nt	-7%	0%	-9	-1%	nt	nt	nt
COc1cc2[nH]c(=S)nc(NCc3cccs3)c2cc1OC	-3	1	-7%	-1%	-3	-3%	-4	0	11%
COc1ccc(CCN2C(=O)c3[nH]nc(-c4ccccc4O)c3C2c2cccc(OC)c2)cc1 (centres undefined)	1	25	1%	0%	-16	-3%	5	4	-0.5%
COC(=O)Cc1c(C)c2cc3c(c(C)c2oc1=O)OCN(CCc1ccc(F)cc1)C3	3	7	-1%	4%	-5	-6%	1	7	15%
COc1ccc(CCNC(=O)c2ccc(COc3ccccc3OC)o2)cc1	-17	-11	7%	0%	-3	-4%	-8	0	0.6%
COc1ccc([C@H]2C[C@@H](n3cc(-c4ccc(F)cc4)nn3)[C@H](O)CN2C(=O)c2cccs2)cc1	nt	nt	-2%	-11%	-1	-4%	nt	nt	nt
CCn1c(SCC(=O)Nc2cc(NC(C)=O)ccc2OC)nnc1-c1ccccn1	20	8	2%	-1%	8	-3%	5	0	0.1%
O=S(=O)(c1ccccc1)n1ccc2ccccc21	5	1	-4%	-1%	-3	-1%	-9	13	0.7%
O=c1[nH]cnc(O)c1C(c1ccc2c(c1)OCO2)c1c(O)nc[nH]c1=O	5	-5	0%	-2%	1	-2%	-1	3	3.8%
O=C(Nc1ccn(Cc2ccc(F)cc2)n1)c1ccncc1	-14	-13	nt	-1%	-3	3%	-10	14	0.8%
CC(C)(C)c1ccc(C(=O)NNC(=O)c2cccc(Br)c2)cc1	-4	1	-16%	-11%	-6	13%	2	5	0.4%
Nc1c(C(=O)Nc2ccccc2Cl)nnn1Cc1cccc(Cl)c1	-1	-15	1%	0%	-1	-3%	-2	10	-0.3%
Cc1cc(C(=O)N[C@@H](c2ccccc2)[C@]2(C)C[C@H]2[C@@H](C)C(=O)Nc2ccc3ccccc3c2)no1	18	-23	4%	-6%	0	-5%	3	2	0.7%
Cc1ccc([N+](=O)[O-])cc1S(=O)(=O)N1CCn2cccc2C1c1ccccc1 (centres undefined)	-4	nt	2%	-2%	-1	-4%	4	6	0.3%
COCc1cc(/C=N\NC(=O)COc2ccccc2)ccc1OC	-16	1	1%	-4%	-6	-2%	-1	0	0.9%
CCc1ccc(NC(=O)C(=O)NNC(=O)c2ccc(OC)cc2)cc1	-14	-3	-7%	0%	-10	0%	-3	2	1.7%
CCOc1ccc(C(=O)NC2CCCCCCC2)cc1	nt	nt	3%	3%	-7	-7%	nt	nt	nt
O=S(=O)(c1ccc2c(c1)OCCO2)N1CCc2ccccc21	6	-22	-3%	0%	3	0%	1	6	-1.3%
COc1ccccc1N(CC(=O)Nc1c(C)n(C)n(-c2ccccc2)c1=O)S(=O)(=O)c1ccc(C)cc1	-6	1	3%	-1%	-15	-3%	-2	1	15%
CCN(CCNC(=O)C1CCN(Cc2nc(-c3cccc(Cl)c3)oc2C)CC1)c1ccccc1	-18	-44*	-4%	-20%	4	-4%	-5	47*	0.0%
COc1ccc(CCNC(=O)c2ccc(CN3CCOCC3)cc2)cc1	6	10	-2%	-1%	-1	0%	-1	5	-1.2%
COc1ccc(CCNC(=O)C2CCN(S(=O)(=O)c3ccc(NC(C)=O)cc3)CC2)cc1OC	2	-3	1%	-2%	-11	0%	-3	1	0.0%
CCC1=NNc2cccc3c(OC)ccc1c23	2	13	nt	nt	nt	nt	6	0	-1.2%
CCCCn1c(SCc2cc(=O)n3ccsc3n2)nc2cc(C(=O)OC)ccc2c1=O	6	9	nt	nt	nt	nt	1	5	?
CCNc1cc(S(=O)(=O)C(F)(F)F)ccc1N	1	-38*	1%	1%	8	1%	-3	22	0.7%
COc1cc(C(=O)Nc2cccnc2)cc(OC)c1OC	-7	9	-14%	2%	-8	-3%	2	4	-0.1%
COc1ccc(C2CC(=O)Oc3c2c(=O)n(C)c2ccccc32)c(OC)c1OC (centres undefined)	2&-6	21&4	-7%&1%	10%&-6%	1&-4&-8	-3%&-1%	3&-4	0&0	0.5%&-0.7%
CC1=NN(c2ccc(C(F)(F)F)cn2)C(=O)C1	-3	9	2%	-1%	-1	0%	-2	2	2.5%
O=Cc1ccc(Oc2cccc(C(F)(F)F)c2)nc1	-1	7	-1%	-5%	-4	-3%	-3	0	-0.6%
NNC(=O)COc1cccc(C(F)(F)F)c1	-1	-14	6%	-3%	-11	-2%	-2	3	-3.2%
O=C1OCc2cccc3cccc1c23	-1	3	-7%	3%	3	-1%	-7	0	2.1%
COc1cc(C2NC(=O)NC(O)(C(F)(F)F)C2C(=O)c2cccs2)ccc1O (centres undefined)	-4	-2	-2%	0%	-3	0%	-1	0	0.3%
CC(=O)C[C@H](O)CC(=O)[C@H]1OC(=O)CCCCC/C=C/Cc2ccccc21	nt	nt	2%	-2%	-6	-4%	nt	nt	nt
CCOC(=O)CSc1nc2ccc(NC(=O)CSc3nnnn3Cc3ccccc3)cc2s1	17	-23	2%	-3%	-2	-15%	13	10	-0.4%
CCOc1ccc(NC(=O)C(Cc2ccccc2)NC(=O)C2CCCCC2)cc1 (centres undefined)	-4	37	-18%	0%	1	-3%	5	1	-0.8%
COc1ccc(CCn2c(=N)c(C(=O)NCC3CCCO3)cc3c(=O)n4ccccc4nc32)cc1OC (centres undefined)	2	-4	-5%	-8%	0	-1%	-1	0	-0.9%
CC(C)N1CCSC1=S	nt	nt	0%	1%	-6	-3%	nt	nt	nt
C[C@H](CO)N1C[C@H](C)[C@@H](CN(C)Cc2ccc(Oc3ccccc3)cc2)OCc2cnnn2CCCC1=O	nt	nt	-10%	2%	1	0%	nt	nt	nt
CCCCOCCCNC(=O)C1c2ccccc2Oc2ccccc21	-4	0	-2%	-4%	-9	-5%	-1	2	2.3%
Cc1ccc(SCCNC(=O)CN(c2ccccc2)S(=O)(=O)N(C)C)cc1	5	-13	0%	2%	-2	1%	-2	1	1.5%
CC(C)C(=O)Nc1ccc(Sc2ccc(F)cc2)cc1	-9	-50*	-4%	-2%	0	5%	-10	11	0.3%
Cc1onc(-c2ccccc2)c1C(=O)NC1CCC(C)CC1 (centres undefined)	15	0	-6%	-8%	-2	-5%	-2	4	0.8%
COc1ccc(OC)c(C2C(C(=O)Nc3ccccc3OC)=C(C)Nc3c(C(=O)Nc4ccc(F)cc4)cnn32)c1 (centres undefined)	3	3	-9%	5%	7	-6%	-5	7	3.0%
O=C1c2ccccc2NC(c2ccc(-c3cccc(Cl)c3)o2)N1O (centres undefined)	3	2	-20%	-20%	-7&-12	6%	-2	-3	-0.5%

2 entries picked at random from the list so far:
SMILES	D2 PAM	D1 antag	Vif-A3F inh	Vif-APOBEC3G blk	LDHA inh	GRP78 ERSR act	D1 PAM	D1 agonist	RXFP1 agonist
O=C1c2ccccc2NC(c2ccc(-c3cccc(Cl)c3)o2)N1O (centres undefined)	3	2	-20%	-20%	-7&-12	6%	-2	-3	-0.5%
COc1ccc(CCn2c(=N)c(C(=O)NCC3CCCO3)cc3c(=O)n4ccccc4nc32)cc1OC (centres undefined)	2	-4	-5%	-8%	0	-1%	-1	0	-0.9%
